# TR SRC2 fluor cs: Total Fluorescence Counterscreen for Inhibitors of the Interaction of Thyroid Hormone Receptor and Steroid Receptor Coregulator 2. TRb/SRC2 Texas Red total fluorescence interference. Potency, µM (series often up to 106 µM), for the others: at the highest dose fluorescence change, negative = quenching. 0.29% of 280,000 active. AID 1479, 2009; active = well fitted curve in either direction with a large enough effect; inconclusive = small, poorly fitted or top-dose-only effect; also: % is scaled to controls: 0 for no effect and ±100 for the full control effect
#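 Human TRβ ligand-binding domain (0.6 uM) and Texas Red SRC2 peptide (20 nM) in Tris buffer with 1 uM T3 and 5% DMSO were incubated with pinned compound for 5 hr at ambient temperature. Total fluorescence was computed as S + 2P (555/632 nm).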
# Tau FP inhib: qHTS for Inhibitors of Tau Fibril Formation, Fluorescence Polarization; Microtubule-associated protein tau (Homo sapiens), P10636; K18 P301L tau heparin fibrillization, Alexa594 FP, 6 h; Potency, µM (series often up to 57.7 µM), without a hit: top-dose activity, negative = inhibition, hits mostly inhibitors; 0.39% of 280,000 active; AID 1468, 2008; also: % is scaled to controls: 0 for no effect and ±100 for the full control effect; nearly all actives have a fitted effect of over 55% in size
# Target sequence (P10636 561-689 P618L limits assumed): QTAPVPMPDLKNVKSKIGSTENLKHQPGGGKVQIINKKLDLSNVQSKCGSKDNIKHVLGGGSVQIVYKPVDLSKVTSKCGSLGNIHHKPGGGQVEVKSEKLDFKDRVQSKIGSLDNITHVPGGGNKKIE
#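 K18 P301L tau (15 uM unlabeled/0.24 uM Alexa 594-labeled, final) + compound + heparin 20 uM final; 100 mM NaOAc pH 7; 6 hr 37 C; ThT 30 uM final added, 1 hr RT; FP ex 555/em 632 nm.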
# RECQ1 helicase: qHTS Assay for Inhibitors of RecQ-Like Dna Helicase 1 (RECQ1). RECQ1 DNA unwinding, red fluorescence kinetic read. Potency, µM (doses to about 57.3 µM), for the others: at the top dose activity, negative = inhibition, actives largely listed as inhibitors. 0.54% of 240,000 active. AID 2549, 2010;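 also: plate controls were vehicle for no effect and no enzyme for full effect; nearly all actives have a fitted effect of over 30% in size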
#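 RECQ1T1 50 nM; forked duplex (20 bp + 30-nt ss tails) 200 nM, ATP 2 mM final; pH 8.0, 2 mM MgCl2, 2.5 ug/ml poly(dI-dC); 15 min compound preincubation; discontinuous kinetic read over 2 h at RT.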
# L3MBTL1 block: qHTS Assay for the Inhibitors of L3MBTL1 | Lethal(3)malignant brain tumor-like protein 1 (Homo sapiens), Q9Y468 | 0.66% of 230,000 active | Potency, µM (highest dose often 57.1 µM), inactives show at the highest dose activity, negative = inhibition, hits mostly inhibitors | AlphaScreen L3MBTL1–H3K9me1 peptide binding; also: % is scaled to controls: 0 for no effect and ±100 for the full control effect; nearly all actives have a fitted effect of over 60% in size
# Target sequence (Q9Y468 whole entry, looked up): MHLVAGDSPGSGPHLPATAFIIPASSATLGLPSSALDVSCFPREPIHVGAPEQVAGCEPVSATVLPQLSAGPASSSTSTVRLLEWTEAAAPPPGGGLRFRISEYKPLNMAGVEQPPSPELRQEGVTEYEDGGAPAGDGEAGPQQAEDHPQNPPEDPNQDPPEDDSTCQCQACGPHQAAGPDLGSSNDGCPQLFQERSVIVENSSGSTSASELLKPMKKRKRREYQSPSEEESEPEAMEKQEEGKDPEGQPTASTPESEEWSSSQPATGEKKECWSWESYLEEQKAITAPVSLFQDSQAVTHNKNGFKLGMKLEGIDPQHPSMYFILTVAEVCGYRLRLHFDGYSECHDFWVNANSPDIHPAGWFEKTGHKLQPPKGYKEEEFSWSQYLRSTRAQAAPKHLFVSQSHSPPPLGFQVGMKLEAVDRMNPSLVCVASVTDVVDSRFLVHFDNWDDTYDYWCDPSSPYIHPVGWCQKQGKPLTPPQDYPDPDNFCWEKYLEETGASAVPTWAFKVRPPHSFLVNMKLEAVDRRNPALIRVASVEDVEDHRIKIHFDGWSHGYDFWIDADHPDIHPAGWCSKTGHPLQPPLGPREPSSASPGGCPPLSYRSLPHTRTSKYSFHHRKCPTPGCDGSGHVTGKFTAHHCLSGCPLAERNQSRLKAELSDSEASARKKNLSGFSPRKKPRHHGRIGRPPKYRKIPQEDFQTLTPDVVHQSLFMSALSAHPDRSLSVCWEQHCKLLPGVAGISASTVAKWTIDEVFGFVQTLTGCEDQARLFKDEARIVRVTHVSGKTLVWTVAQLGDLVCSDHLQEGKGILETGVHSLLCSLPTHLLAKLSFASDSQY
#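 AlphaScreen proximity signal between nickel-chelate acceptor and streptavidin donor beads (final 10 ug/mL) reports binding of 50 nM L3MBTL1 to 75 nM biotin-H3 K9me1 peptide; complex incubated with compounds 30 min at room temperature; cefsulodin titration as control.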
# HTT ATP protect: qHTS Multiplex Assay to Identify Dual Action Probes in a Cell Model of Huntington: Cytoprotection (ATP); Potency, µM (series often up to 56.4 µM), without a hit: cytoprotection (ATP increase), usual class: activators; AID 1471, 2008; PC12 HTT-Q103 induced, cytoprotection, ATP luminescence, 40 h; 0.14% of 230,000 active;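 also: % of control where 0% means no effect; nearly all actives have a fitted effect of over 45% in size; toxic huntingtin expression switched on by the ecdysone agonist tebufenozide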
#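 Huntington model: PC12 line, ecdysone-inducible HTTQ103 exon1–GFP, tebufenozide 100 nM. Test articles in a dose series. Endpoint luminescence from cellular ATP.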
# Tau ThT inhib: qHTS for Inhibitors of Tau Fibril Formation, Thioflavin T Binding; Potency, µM (titrated, usually from 57.4 µM), inactives show top-dose activity, negative = inhibition, actives largely listed as inhibitors; AID 1460, 2008; 2.1% of 270,000 active; recombinant tau K18 P301L, heparin-induced fibrillization, ThT fluorescence; also: % is scaled to controls: 0 for no effect and ±100 for the full control effect; nearly all actives have a fitted effect of over 55% in size
#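 Tau K18 P301L fragment (15 uM unlabeled plus 0.24 uM Alexa 594-labeled) in 100 mM sodium acetate pH 7 with compound, fibrillization induced by 20 uM heparin for 6 hr at 37 C. Thioflavin T (30 uM) added, fluorescence read after 1 hr (ex 450, em 510 nm).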
# TRb SRC2 PPI: qHTS for Inhibitors of the Interaction of Thyroid Hormone Receptor and Steroid Receptor Coregulator 2. 0.065% of 280,000 active. TRbeta-SRC2 peptide binding, fluorescence polarization; receptor liganded with 1 µM T3. Potency, µM (top dose mostly 106 µM), without a hit: at the highest dose activity change, negative = inhibition, most hits filed as inhibitors. Thyroid hormone receptor beta (Homo sapiens), P10828;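 also: plate controls were bound peptide for no effect and peptide without receptor for full effect; nearly all actives have a fitted effect of over 50% in size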
#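 Fluorescence polarization of 20 nM Texas Red SRC2 peptide with 0.6 uM human TRb ligand-binding domain, in Tris buffer with 1uM T3 and 5% DMSO. Incubated 5 hr ambient; normalized to unbound and bound controls.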
# Tau fluor counter: Counterscreen qHTS for Inhibitors of Tau Fibril Formation, Fluorescence Polarization; tau K18 P301L (four-repeat tau fragment) Alexa594 fluorescence, heparin fibrillization; Potency, µM (top dose mostly 57.7 µM), for the others: top-dose activity change, negative = decrease; 0.93% of 280,000 active; also: % is scaled to controls: 0 for no effect and ±100 for the full control effect; nearly all actives have a fitted effect of over 55% in size
#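 Human K18 P301L tau (15 uM unlabeled plus 0.24 uM Alexa 594-labeled, final) in 100 mM sodium acetate pH 7 was mixed with compound and 20 uM heparin and incubated 6 hr at 37 C.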
# An asterisk follows results filed as active; i = inactive; u = inconclusive; x = not tested or not shown; [ ] = remark or other dose. Unless noted, calls follow the shape of the dose curve; as a rule, active = well fitted curve in the direction sought with a large enough effect; inconclusive = small, poorly fitted or top-dose-only effect, or another doubt; inactive = no such curve, though single readings can be large; an effect the other way counts as inactive or inconclusive. Potency is read from the fitted curve at half-maximal effect.
SMILES,TR SRC2 fluor cs,Tau FP inhib,RECQ1 helicase,L3MBTL1 block,HTT ATP protect,Tau ThT inhib,TRb SRC2 PPI,Tau fluor counter
CCOC(=O)c1ccc(NC(=O)CSc2nc3c([nH]c4ccccc43)c(=O)n2C)cc1,1%,7%,x,x,x,u,-3%,u
O=C(NCc1ccccc1)c1onc(CSc2ccc(F)cc2)c1C(=O)NCCCN1CCOCC1,2%,-1%,-6%,-5%,-32%,-4%,1%,-10%
NC(=O)C[n+]1cccc(/C=N/O)c1,-5%,-1%,6%,10%,10%[10 µM],-2%,3%,-3%
Cc1ccc(C(=O)N2CCN(c3ccc(F)cc3)CC2)cc1NC(=O)c1nsc2ccccc12,-2%,-6%,x,x,x,u,2%,-26%
CCN(Cc1cc2cc(OC)ccc2[nH]c1=O)C(=O)Cc1ccc(OC)cc1,0%,3%,5%,-6%,-36%,-16%,-5%,-3%
COc1cc(/C=N/Nc2snc(SC)c2C#N)ccc1O,-1%,12%,-7%,1%,-40%[inhibitor],u,11%,u
COc1cccc(NCc2ccc([N+](=O)[O-])s2)c1,-1%,u,5%,-2%,x,u,-7%,u
CC1=CCn2c(=O)c3ccccc3c(=O)n2C1,-1%,10%,3%,2%,7%[10 µM],5%,1%,15%
O=C(NNC(=S)NCc1ccco1)c1cccs1,1%,7%,-5%,11%,-10%[10 µM],-2%,1%,2%
O=C(O)c1ccccc1C(=O)Nc1ccc(Oc2cccc3ccccc23)cc1,-1%,1%,-16%,u,-67%[inhibitor],-1%,-6%,-5%
Cc1ccc(C(C(=O)NCc2ccco2)N(CCc2ccccc2)C(=O)Cn2nnc3ccccc32)o1 (centres undefined),1%,5%,-1%,-5%,-23%[10 µM],-2%,-5%,-1%
O=C(CCN1C(=O)c2ccccc2C1=O)Nc1ccc2c(c1)OCCO2,-8%,14%,-2%,-1%[11.4 µM],-3%[10 µM],9%,2%,18%
c1ccc2c(c1)Cc1cc3cc4c(cc3nc1-2)OCO4,-6%,12%,-24%,x,-116%[inhibitor],3.2µM*,-2%,u
CCOc1ccccc1NC(=O)Nc1cccc(NC(C)=O)c1,-3%,-4%,-17%,4%,39%[10 µM],u,11%,-24%
c1ccc2c(c1)N1CCCN=C1N2CCN1CCCCC1,-4%,-3%,i,3%,x,-5%,5%,-3%
Cc1ccc(N(CC(=O)Nc2ccc(F)cc2F)S(=O)(=O)c2cccs2)cc1,-2%,-15%,x,x,x,2%,6%,u
CC(C)COC(=O)c1ccc(N2C(=O)c3ccccc3C2=O)cc1,-2%,3%,-8%,x,23%,-10%,9%,-15%
CC(=O)c1cc(CN2CCN(C3CCCCC3)C(CCO)C2)cs1 (centres undefined),1%,-6%,-4%,1%,11%[10 µM],-13%,1%,-12%
CCO[C@H]1OC(C(=O)N2CCN(C)CC2)=C[C@@H](c2ccc3c(c2)OCO3)[C@@H]1CCCO,1%,0%,-8%,10%,2%[10 µM],2%,-7%,3%
CN(C(=O)Cn1cc(S(=O)(=O)Cc2ccccc2Cl)c2ccccc21)c1ccccc1,9%,-3%,x,x,x,-13%,9%,-27%
Cc1ccc(Oc2ccc(Cl)cc2NC(=O)c2cnccn2)cc1,-3%,u,-4%,x,9%,-7%,-4%,-15%
COc1cc(C(=S)N2CCOCC2)ccc1OC(=O)Cc1ccc(F)cc1,2%,-2%,i,2%,-7%[0.074 µM],0%,-1%,-1%
Cc1ccc(C(=O)NNC(=O)CSc2nnc(CNc3ccc(F)cc3)n2C)cc1,-3%,-3%,i,-5%,-17%,-6%,2%,1%
Cc1ccc(S(=O)(=O)/N=C2/NC(=O)/C(=C/c3ccncc3)S2)cc1,-4%,-3%,-8%,5%,u,-10%,4%,1%
Cc1occc1-c1nnc(SCC(=O)NCc2ccco2)n1CC(C)C,2%,u,i,-18%,4%,u,-20%,-6%

# The list goes on (2 carried over from the part before).
SMILES,TR SRC2 fluor cs,Tau FP inhib,RECQ1 helicase,L3MBTL1 block,HTT ATP protect,Tau ThT inhib,TRb SRC2 PPI,Tau fluor counter
Cc1ccc(S(=O)(=O)/N=C2/NC(=O)/C(=C/c3ccncc3)S2)cc1,-4%,-3%,-8%,5%,u,-10%,4%,1%
Cc1occc1-c1nnc(SCC(=O)NCc2ccco2)n1CC(C)C,2%,u,i,-18%,4%,u,-20%,-6%
CCc1ccc(CNC(=O)Cc2c(C(=O)O)c(C)cn2C)cc1,0%,-8%,x,x,x,0%,-2%,-1%
O=C(c1ccco1)c1nnn(Cc2ccccc2)c1-c1ccccc1,-2%,-2%,-5%,x,1%,-3%,-10%,0%
O=C(CNCCc1ccc(Cl)cc1Cl)NCc1ccco1,-1%,4%,-7%,-12%,2%[10 µM],-2%,6%,2%
COc1ccccc1-c1nc(C#N)c(N2CCCCCC2)o1,-6%,-3%,i,x,-32%,u,-20%,-29%
CC(=O)Nc1ccc(NC(=O)CCCc2c[nH]c3ccccc23)cc1,-3%,9%,2%,-8%,-5%[10 µM],u,2%,-8%
CCOC(=O)C1CCCN(Cc2ccc(OCC)cc2)C1 (centres undefined),4%,2%,i,x,16%,-10%,-21%,-3%
O=C(CCCn1cc([N+](=O)[O-])cn1)Nc1cccnc1,4%,4%,5%,x,7%[10 µM],0%,1%,4%
COc1cc2c3cc1Oc1c(OC)c(OC)cc4c1[C@@H](Cc1ccc(O)c(c1)Oc1ccc(cc1)C[C@@H]3N(C)CC2)N(C)CC4,0%,-9%,13%,x,-9%[1.9 µM],-15%,4%,-5%
Cc1ccccc1C(=O)Nc1cc(C)c(O)c(-c2nc3ccccc3o2)c1,1%,u,x,x,x,-3%,9%,-15%
CCC(C)N(C(=O)Cn1nnc2ccccc21)C(C(=O)NCc1ccco1)c1cccc(OC)c1 (centres undefined),-1%,-1%,-4%,1%,5%[10 µM],-7%,1%,-1%
Fc1ccc(NC(=S)Nc2cccc3cnccc23)cc1,-4%,u,i,-17%,-25%[10 µM],7.9µM*,u,u
COc1ccc(C2=NS(=O)(=O)N(C)C(C(=O)N(C)Cc3ccccc3)=C2)cc1OC,-1%,4%,x,3%,x,u,0%,u
O=S(=O)(Nc1nc2ccccc2nc1NCCO)c1cccc(Cl)c1,1%,13%,i,x,-13%,-10%,-14%,-4%
Fc1ccc(CSc2nncn2NCc2ccccc2)cc1,4%,0%,i,4%,-6%[10 µM],7%,-1%,4%
Cc1ccccc1CNc1nc(N)n(-c2ccccc2)n1,-2%,-13%,-5%,7%,-8%,-5%,2%,-10%
O=C(NNC1CC(=O)N(c2ccc3c(c2)OCCO3)C1=O)c1ccccc1 (centres undefined),0%,5%,i,1%,14%,-8%,-21%,0%
O=C(Nc1ccccc1F)c1cc2c(s1)-c1ccccc1S(=O)(=O)C2,2%,-5%,-3%,x,-35%[10 µM],x,-6%,3%
COc1ccc(N2CCN(CCCNC(=O)C3CCN(S(=O)(=O)N4CCOCC4)CC3)CC2)cc1,0%,4%,-7%,x,u,-19%,-1%,-12%
O=C1N2c3ccccc3CCc3cccc(c32)C1(O)C(F)(F)F (centres undefined),2%,8%,-12%,0%,10%[10 µM],-6%,2%,-6%
Cc1ccc(Cl)c(NC(=O)CN2CCN(C=O)CC2)c1,-4%,6%,-15%,10%,-5%,5%,-5%,5%
CN(C)CCCNC(=O)Cc1ccc(Br)cc1,-2%,-2%,-2%,0%,2%[10 µM],2%,4%,-1%
CCOc1ccc(NC(=O)Cn2c(=O)n(Cc3ccco3)c(=O)c3ccc(C(=O)NC4CCCC4)cc32)cc1,-2%,16µM*,x,x,x,2%,-3%,u
CC(=O)Nc1ccc(NC(=O)Cc2ccc(F)cc2)cc1,-2%,-3%,i,8%,x,1%,-6%,6%
O=C(Nc1ccc2oc(-c3ccccc3)nc2c1)c1ccc2c(c1)OCCO2,-1%,-8%,-7%,3%,-26%[10 µM],u,3%,-26%
CCOC(=O)c1cccc(NC(=O)Cn2c(CC(=O)N3CCCC3)nc3ccccc32)c1,7%,0%,0%,x,6%,-8%,-6%,-5%
Nc1nc(Cl)cc(N2CCC(c3cc(-c4ccc(Cl)cc4Cl)n[nH]3)CC2)n1,1%,u,0%,-4%,-91%[inhibitor],u,-1%,u
N#CCCn1ccc(NC(=O)c2ccc(Cl)cc2)n1,-1%,0%,2%,2%,-1%[10 µM],-16%,5%,-11%
O=C(c1ccc(C(F)(F)F)cc1)C1CCCN(C(=O)CCN2CCCO2)C1 (centres undefined),-1%,-2%,-3%,9%,-8%[10 µM],-8%,-2%,-6%

# Entries of single compounds as entered above. Screens in order: TR SRC2 fluor cs | Tau FP inhib | RECQ1 helicase | L3MBTL1 block | HTT ATP protect | Tau ThT inhib | TRb SRC2 PPI | Tau fluor counter
# Profile of `COc1ccccc1-c1nc(C#N)c(N2CCCCCC2)o1` : -6% | -3% | i | x | -32% | u | -20% | -29%
# Profile of `Fc1ccc(CSc2nncn2NCc2ccccc2)cc1` : 4% | 0% | i | 4% | -6%[10 µM] | 7% | -1% | 4%
# Profile of `O=C(NNC1CC(=O)N(c2ccc3c(c2)OCCO3)C1=O)c1ccccc1` (centres undefined) : 0% | 5% | i | 1% | 14% | -8% | -21% | 0%
# Profile of `O=C(Nc1ccccc1F)c1cc2c(s1)-c1ccccc1S(=O)(=O)C2` : 2% | -5% | -3% | x | -35%[10 µM] | x | -6% | 3%

# High-throughput results deposited in PubChem by National Center for Advancing Translational Sciences (NCATS).

# An excerpt. The share of hits here may be higher or lower than overall.
